# EPAC2 antagonist = blocks human EPAC2 exchange factor. EPAC2 GEF exchange of Rap1B-BODIPY-GDP, fluorescence. 360,000 compounds, 0.18% hits. Potency, µM (top dose mostly 114 µM), for inactives: at the highest dose activity, negative = inhibition, actives largely listed as inhibitors. AID 720708. Q8WZA2; note: % is set by controls: 0 for no effect and ±100 for the full control effect; nearly all actives have a fitted effect of over 45% in size; many of its hits are not listed in these tables
# EPAC2 agonist = EPAC2 (human) agonism | AID 720711 | 360,000 compounds, 0.079% hits | EPAC2 activation, biochemical qHTS; response scale: 100% = 6.5 mM cAMP response | Potency, µM (highest dose often 154 µM), inactives show at the top dose activation, hits mostly activators; note: nearly all actives have a fitted effect of over 50% in size
#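 Setup: EPAC2 100 nM, labeled Rap1B complex 250 nM, free GDP 50 uM. Compound titrations pinned in, brief spin, 5 min room temperature incubation. Kinetic fluorescence read over 30 min, normalized to 6.5 mM cAMP.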
# EPAC1 agonist = EPAC1 (human) agonism | O95398 | EPAC1 agonist qHTS, biochemical assay; response scale: 100% = response to 6.5 mM cAMP | Potency, µM (highest dose often 154 µM), for the others: at the top dose activation, actives largely listed as activators | 360,000 compounds, 0.073% hits | AID 720707; note: nearly all actives have a fitted effect of over 60% in size
# Target sequence (O95398 whole entry, looked up): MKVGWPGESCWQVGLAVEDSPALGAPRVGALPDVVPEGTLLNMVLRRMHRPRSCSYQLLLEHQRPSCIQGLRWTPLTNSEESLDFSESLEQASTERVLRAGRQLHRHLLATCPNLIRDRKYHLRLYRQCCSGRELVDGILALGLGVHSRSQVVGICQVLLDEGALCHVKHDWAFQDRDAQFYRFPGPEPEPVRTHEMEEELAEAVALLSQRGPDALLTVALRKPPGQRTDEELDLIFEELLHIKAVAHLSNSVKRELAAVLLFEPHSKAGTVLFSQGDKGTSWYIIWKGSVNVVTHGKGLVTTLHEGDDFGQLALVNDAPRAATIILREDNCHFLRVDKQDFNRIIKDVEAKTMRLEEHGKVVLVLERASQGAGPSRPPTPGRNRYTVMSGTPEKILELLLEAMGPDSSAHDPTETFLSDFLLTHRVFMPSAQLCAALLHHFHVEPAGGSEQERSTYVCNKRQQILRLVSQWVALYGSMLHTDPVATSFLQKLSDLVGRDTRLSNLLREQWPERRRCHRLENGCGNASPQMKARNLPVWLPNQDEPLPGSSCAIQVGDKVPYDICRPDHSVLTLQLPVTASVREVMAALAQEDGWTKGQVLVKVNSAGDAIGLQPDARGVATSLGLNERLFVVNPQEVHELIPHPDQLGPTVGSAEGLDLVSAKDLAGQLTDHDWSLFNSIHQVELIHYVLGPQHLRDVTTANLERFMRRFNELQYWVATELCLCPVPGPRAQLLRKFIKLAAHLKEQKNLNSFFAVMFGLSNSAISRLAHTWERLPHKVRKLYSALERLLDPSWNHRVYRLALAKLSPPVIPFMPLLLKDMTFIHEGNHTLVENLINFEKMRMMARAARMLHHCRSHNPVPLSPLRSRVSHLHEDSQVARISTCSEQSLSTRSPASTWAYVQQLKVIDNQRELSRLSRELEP
#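 Nucleotide exchange by EPAC1 (100 nM) on Rap1B–BODIPY-GDP (250 nM) in the presence of 50 uM GDP is tracked fluorescently at 480/540 nm over 30 min. Signals are normalized to a 6.5 mM cAMP control.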
# TDP-43 yeast inh = rescues yeast growth from TDP-43 toxicity; TDP-43 expressing yeast growth rescue, BacTiter-Glo, 24 h; Potency, µM (doses to about 46.1 µM), inactives show at the highest dose growth rescue (activation), hits mostly activators; 410,000 compounds, 1.8% hits; note: % of control where 0% means no effect; nearly all actives have a fitted effect of over 50% in size
#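 Cell-based yeast growth screen: TDP-43 expression induced in galactose, inoculum OD600=0.02 after raffinose pregrowth to mid-log. Read-out BacTiter-Glo luminescence at 24 hr, 30 deg C; inhibition of toxicity seen as signal increase.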
# PTHR1 agonist = agonists of human PTHR1 parathyroid hormone receptor. 410,000 compounds, 0.075% hits. Potency, µM (series often up to 115 µM), inactives show at the top dose activation, hits mostly activators. HEK293 GP2 PTHR1 cells, GloSensor cAMP luminescence, 1 h. Q03431; note: nearly all actives have a fitted effect of over 55% in size; some results filed as inactive show a strong effect at the top dose; inactives centre near -15; many of its hits are not listed in these tables
#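 HEK-293-derived GP2 cells expressing PTHR1 and a GloSensor cAMP reporter, 3,000/well, plated overnight, given luciferin plus IBMX (each 0.5 mM as added) for 1 h at 37 °C, then compound for 1 h at 37 °C. Luminescence was read after 15 min at room temperature.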
# FUS suppressor = FUS proteinopathy suppression in yeast. S. cerevisiae FUS-expressing, growth rescue, OD600, 24 h. Potency, µM (titrated, usually from 76.6 µM), without a hit: at the highest dose growth rescue (activation), hits mostly activators. 390,000 compounds, 0.24% hits. AID 1347120;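 note: plate controls were DMSO vehicle for no effect and reference control for full effect; nearly all actives have a fitted effect of over 55% in size; some results filed as inactive show a strong effect at the top dose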
#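 Yeast FUS proteinopathy model; galactose-induced FUS (2%), starting OD 0.005. Cpds in dilution series, 24hr, 30C, 99% humidity. Abs 600 nm growth. Pos ctrl CP55940 (top 92uM final); neg ctrl DMSO.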
# EPAC1 antag = EPAC1 (human) antagonism | O95398 | EPAC1 GEF assay, Rap1b-BODIPY-GDP exchange fluorescence | Potency, µM (series often up to 115 µM), for the others: at the highest dose activity change, negative = inhibition, most hits filed as inhibitors | 360,000 compounds, 0.14% hits;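 note: plate controls were vehicle for no effect and positive control for full effect; nearly all actives have a fitted effect of over 50% in size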
# aSyn yeast inh = inhibitors of alpha-synuclein toxicity in yeast; Yeast expressing alpha-synuclein, growth rescue, BacTiter-Glo, 24 h; Potency, µM (titrated, usually from 46.1 µM), for the others: at the highest dose growth rescue (activation), actives largely listed as activators; 370,000 compounds, 0.14% hits; AID 652106; note: % of control where 0% means no effect; nearly all actives have a fitted effect of over 65% in size
#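 Galactose-induced alpha-syn yeast (OD600=0.02, raffinose-pregrown) + pinned cpd, 24 hr, 30 deg C; growth by BacTiter-Glo luminescence. Growth restoration scores as activation.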
# * = called active by the depositor; i = inactive; ? = inconclusive; . = not tested or not shown; [ ] = another dose, or the depositor's remark. Calls come from the whole dose curve; as a rule, active = well fitted curve in the direction sought with a large enough effect; inconclusive = small, poorly fitted or top-dose-only effect, or another doubt; inactive = no such curve, though single readings can be large; an effect the other way counts as inactive or inconclusive. Potency is the fitted concentration of half-maximal effect.
1	COc1cccc(N2CCN(C(=O)c3cccn4c(=O)c5c(C)c(C)sc5nc34)CC2)c1
2	CCN(CC)S(=O)(=O)c1ccc2c(c1)nc(CCC(=O)Nc1ccccc1Cc1ccccc1)n2CC
3	CC(C)C[C@@H](CNCC(=O)[C@H](CC(C)C)NC(=O)c1[nH]cnc1C(=O)N[C@@H](C)CN)NC(=O)c1nc[nH]c1C(=O)N[C@@H](Cc1ccccc1)C(=O)O
4	COc1ccc(/C=N/N2CCOCC2)cc1Cn1cc([N+](=O)[O-])cn1
5	CC(=O)Nc1ccc(S(=O)(=O)NCC2CCC(C(=O)N3CCN(c4ccccn4)CC3)CC2)cc1 (stereo not drawn)
6	COC(=O)c1ccccc1NC(=O)c1cc(-c2ccc(O)cc2)on1
7	N#CCCn1nc(-c2ccccc2)cc1Nc1ccccc1NC(=O)c1cccs1
8	COc1ccccc1N1CCN(C(c2cc3cc(C)ccc3[nH]c2=O)c2nnnn2C2CCCC2)CC1 (stereo not drawn)

assay / compound,1,2,3,4,5,6,7,8
EPAC2 antagonist,-4%,-12%,13%,9%,11%,12%,0%,7%
EPAC2 agonist,-2%,9%,-4%,2%,13%,12%,-2%,-11%
EPAC1 agonist,2%,6%,-17%,11%,-2%,10%,4%,5%
TDP-43 yeast inh,-18%,-11%,-15%,3%,4%,9%,-10%,23%
PTHR1 agonist,i,-6%[57.5 µM],22%,-15%,i,i,i,-7%[57.5 µM]
FUS suppressor,4%,13%,29%,19%,12%,-17%,33%,19%
EPAC1 antag,-10%,-6%,-2%,-5%,19%,-1%,-1%,0%
aSyn yeast inh,-5%,1%,-4%,1%,-9%,-8%,-8%,4%

9	O=C(COC(=O)c1ccccc1C(=O)c1ccc(Cl)c([N+](=O)[O-])c1)NC1CCCCCC1
10	O=C(COC(=O)c1ccccn1)Nc1ncc(C(F)(F)F)cc1Cl
11	Cc1ccsc1C(=O)N1CCC1(C)C(=O)NS(=O)(=O)c1cccc(F)c1 (stereo not drawn)
12	COC(=O)c1ccc(COC(=O)C23CC4CC(CC(O)(C4)C2)C3)o1
13	CC(=O)Nc1cc2c(cc1[N+](=O)[O-])OCCO2
14	Cc1occc1C(=O)N/N=C/C=C/c1ccccc1[N+](=O)[O-]
15	Cc1cc(NC(=O)CN2CCN(C/C=C/c3ccccc3)CC2)c([N+](=O)[O-])cc1C
16	CC(C)c1ncc(CO)n1Cc1c(Cl)cccc1Cl

assay / compound,9,10,11,12,13,14,15,16
EPAC2 antagonist,7%,-2%,20%,9%,3%,-6%,8%,-13%
EPAC2 agonist,-5%,-3%,7%,4%,3%,10%,-4%,1%
EPAC1 agonist,-7%,0%,-5%,-4%,-5%,8%,-2%,9%
TDP-43 yeast inh,28%,15%,18%,8%,16%,-17%,18%,15%
PTHR1 agonist,-19%[57.5 µM],2%[57.5 µM],-20%,i,-19%,-15%,i,i
FUS suppressor,24%,10%,-12%,-6%,-1%,7%,-9%,20%
EPAC1 antag,1%,-2%,0%,1%,14%,-25%,1%,7%
aSyn yeast inh,15%,1%,-10%,6%,0%,0%,2%,4%

# In another format: results already given
item | molecule | EPAC2 antagonist | EPAC2 agonist | EPAC1 agonist | TDP-43 yeast inh | PTHR1 agonist | FUS suppressor | EPAC1 antag | aSyn yeast inh
15 | Cc1cc(NC(=O)CN2CCN(C/C=C/c3ccccc3)CC2)c([N+](=O)[O-])cc1C | 8% | -4% | -2% | 18% | i | -9% | 1% | 2%
11 | Cc1ccsc1C(=O)N1CCC1(C)C(=O)NS(=O)(=O)c1cccc(F)c1 (stereo not drawn) | 20% | 7% | -5% | 18% | -20% | -12% | 0% | -10%
14 | Cc1occc1C(=O)N/N=C/C=C/c1ccccc1[N+](=O)[O-] | -6% | 10% | 8% | -17% | -15% | 7% | -25% | 0%
10 | O=C(COC(=O)c1ccccn1)Nc1ncc(C(F)(F)F)cc1Cl | -2% | -3% | 0% | 15% | 2%[57.5 µM] | 10% | -2% | 1%
3 | CC(C)C[C@@H](CNCC(=O)[C@H](CC(C)C)NC(=O)c1[nH]cnc1C(=O)N[C@@H](C)CN)NC(=O)c1nc[nH]c1C(=O)N[C@@H](Cc1ccccc1)C(=O)O | 13% | -4% | -17% | -15% | 22% | 29% | -2% | -4%

# Carrying on:
17	N#CC(c1ccc(Cl)nn1)c1ccc(Cl)cc1Cl (stereo not drawn)
18	Cc1ccc(C)c(S(=O)(=O)N2CCN(C(=O)c3cccnc3)CC2)c1
19	CCOc1ccc(NC(=S)N(CCCN2CCCC2)Cc2cccn2Cc2ccc(Cl)cc2)cc1
20	O=C(CCn1c(=O)sc2ccccc21)NCCC1=CCCCC1
21	O=C(CSc1nnc(NC2CC2)s1)c1ccc[nH]1
22	COc1cc(OC)cc(-c2nc(-c3ccccc3)no2)c1
23	CC(=O)Nc1ccc(S(=O)(=O)NCCNC(=O)c2ccccc2F)cc1
24	Nc1nc(Cl)c2ncn(C3OC(CO)C(O)C3O)c2n1 (stereo not drawn)

assay / compound,17,18,19,20,21,22,23,24
EPAC2 antagonist,0%,15%,-2%,3%,1%,11%,3%,4%
EPAC2 agonist,13%,5%,1%,5%,-3%,15%,3%,6%
EPAC1 agonist,5%,-16%,-7%,9%,1%,-1%,0%,4%
TDP-43 yeast inh,13µM*,-10%,-1%,26%,-13%,4%,-4%,3%
PTHR1 agonist,i,-7%,-6%,i,-20%,-4%[57.5 µM],i,i
FUS suppressor,1%,2%,24%,13%,-1%,0%,2%,.
EPAC1 antag,0%,-23%,-14%,14%,-13%,-6%,-14%,-1%
aSyn yeast inh,14%,2%,0%,4%,6%,-2%,7%,-4%

25	CCC(=O)NC(c1ccc(C)cc1)c1cc([N+](=O)[O-])c2cccnc2c1O (stereo not drawn)
26	Cc1ccc(S(=O)(=O)N2CCC(=O)N(C(CO)Cc3ccccc3)CC2)cc1 (stereo not drawn)
27	O=c1oc2ccccc2c(N2CCC(c3ccccc3)CC2)c1[N+](=O)[O-]
28	COc1cccc(CCC(=O)Nc2cc3c(cc2C(=O)O)OCCCO3)c1OC
29	CN(C)c1ccc(C(=O)N2CCCC(N3CCN(Cc4ccc5c(c4)OCO5)CC3)C2)cc1 (stereo not drawn)
30	CC(C)OCCCN1CC(=O)N2C(c3ccccc3)c3[nH]c4ccccc4c3C[C@H]2C1=O (stereo partly drawn)
31	CCOc1ccccc1C(=O)OCC(=O)NCC1CCCCC1
32	Cc1cc(F)ccc1NC(=O)C1CCN(C(=O)Nc2ccccc2)CC1

assay / compound,25,26,27,28,29,30,31,32
EPAC2 antagonist,-15%,5%,1%,-2%,-2%,-20%,-24%,3%
EPAC2 agonist,-5%,0%,6%,-4%,3%,4%,0%,-6%
EPAC1 agonist,10%,-9%,2%,11%,-2%,8%,-1%,5%
TDP-43 yeast inh,?,-7%,9%,13%,23%,-8%,0%,-10%
PTHR1 agonist,-20%,12%,0%,i,i,-2%,?,i
FUS suppressor,18%,6%,-16%,.,.,39%,10%,7%
EPAC1 antag,?,-16%,-2%,15%,4%,-20%,2%,15%
aSyn yeast inh,0%,?,4%,-11%,-5%,8%,7%,-7%

33	COc1ccccc1N1CCN(C2CCCCC2NS(=O)(=O)c2ccccc2)CC1 (stereo not drawn)
34	COC(=O)[C@]12CCCCC=C1N(CCc1ccc(OC)c(OC)c1)C(=O)[C@H](CC(=O)NCCc1ccccc1OC)C2
35	COc1ccc(NC(=O)CN(c2ccccc2OC)S(=O)(=O)c2cccs2)cc1Cl
36	Cc1ccnc(NS(=O)(=O)c2ccc(NC(=O)c3cncc(Br)c3)cc2)n1
37	Cc1nnc(SCc2ccccc2)nc1-c1ccccc1
38	COc1cccc(C(=O)Nc2nc3c(c(=O)[nH]2)CCCC3)c1
39	COc1ccc(-n2c(SCC(=O)Nc3ccc(NC(C)=O)cc3)nc3c([nH]c4ccccc43)c2=O)cc1OC
40	Cc1c(C(=O)O)oc2ccc(S(=O)(=O)NC3CCCCCCC3)cc12

assay / compound,33,34,35,36,37,38,39,40
EPAC2 antagonist,-5%,1%,-14%,2%,-2%,6%,1%,9%
EPAC2 agonist,19%,20%,6%,6%,13%,-8%,3%,1%
EPAC1 agonist,-14%,2%,7%,6%,7%,-2%,-4%,-4%
TDP-43 yeast inh,-9%,3%,-2%,25%,-2%,16%,21%,16%
PTHR1 agonist,i,2%,i,-7%,-41%[inhibitor],i,0%,-79%[inhibitor]
FUS suppressor,5%,?,.,.,9%,-4%,.,14%
EPAC1 antag,4%,-19%,-26%,-15%,-2%,8%,-3%,24%
aSyn yeast inh,-4%,-4%,0%,6%,2%,4%,2%,0%

# Along the list, quoted from above.
# aSyn yeast inh, entries 33–40: -4%, -4%, 0%, 6%, 2%, 4%, 2%, 0%

# Next part
41	CCCCN(C)C1=Nc2cccc3cccc1c23
42	O=C(Oc1cccnc1)c1ccc([N+](=O)[O-])cc1
43	CC(OC(=O)c1snc(C(=O)NC2CCCCC2)c1N)C(=O)NC1CCCCC1 (stereo not drawn)
44	CC1CCCCC1NC(=S)Nc1ccc(Cl)cc1Cl (stereo not drawn)
45	Cc1ccccc1CSCC(=O)NNC(=S)NCC1CCCO1 (stereo not drawn)
46	CSc1ccccc1C(=O)Nc1ccccc1C(=O)N1CCCC1
47	CCn1nc(C(=O)Nc2nc3ccccc3[nH]2)c2ccccc2c1=O
48	COCCNC(=O)c1cc(S(=O)(=O)N(C)C2CCCCC2)ccc1Cl
49	CC(C)CCN(C)C1CCN(S(=O)(=O)c2cccc(C(F)(F)F)c2)CC1
50	Cc1nc(NC(=O)C2CC2)sc1C(=O)NC1CCCCC1

assay / compound,41,42,43,44,45,46,47,48,49,50
EPAC2 antagonist,-3%,-4%,4%,11%,1%,2%,0%,1%,-2%,5%
EPAC2 agonist,1%,2%,-1%,11%,11%,9%,21%,-1%,-4%,6%
EPAC1 agonist,0%,10%,-1%,-12%,2%,-1%,5%,-3%,-6%,-2%
TDP-43 yeast inh,11%,21%,-14%,-29%,?,0%,-16%,1%,21%,19%
PTHR1 agonist,i,-8%,i,-32%[inhibitor],-7%,i,24%,-19%,i,-23%
FUS suppressor,-3%,-2%,25%,16%,.,-12%,12%,-38%,6%,14%
EPAC1 antag,-14%,-23%,5%,7%,-3%,-6%,-5%,-4%,-4%,-9%
aSyn yeast inh,3%,-3%,-6%,-6%,1%,-4%,1%,-4%,3%,0%

# Assay outcomes as filed in PubChem.

# A portion of the library. The share of hits here may be higher or lower than overall.
